# Compound activity (PubChem)
# Granule exo inh: blocks lytic granule exocytosis. TALL-104 LAMP-1 surface exposure, flow cytometry; cells stimulated with thapsigargin and PMA. inhibition, % at 10 µM. hit rate 0.66% among 360,000. AID 651702;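 active = inhibition above about 55%, limit read from the data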
# PDI turbidity: inhibitors of human protein disulfide isomerase. P07237. PDI insulin aggregation turbidity, A650, 90 min. inhibition, % at 10 µM. hit rate 0.052% among 350,000. AID 588391;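 active = mean inhibition across replicates of 30% or more, whatever share of single replicates reach that level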;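 also: absorbance from insulin aggregation driven by PDI reduction with DTT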
# Target sequence (P07237 whole entry, looked up): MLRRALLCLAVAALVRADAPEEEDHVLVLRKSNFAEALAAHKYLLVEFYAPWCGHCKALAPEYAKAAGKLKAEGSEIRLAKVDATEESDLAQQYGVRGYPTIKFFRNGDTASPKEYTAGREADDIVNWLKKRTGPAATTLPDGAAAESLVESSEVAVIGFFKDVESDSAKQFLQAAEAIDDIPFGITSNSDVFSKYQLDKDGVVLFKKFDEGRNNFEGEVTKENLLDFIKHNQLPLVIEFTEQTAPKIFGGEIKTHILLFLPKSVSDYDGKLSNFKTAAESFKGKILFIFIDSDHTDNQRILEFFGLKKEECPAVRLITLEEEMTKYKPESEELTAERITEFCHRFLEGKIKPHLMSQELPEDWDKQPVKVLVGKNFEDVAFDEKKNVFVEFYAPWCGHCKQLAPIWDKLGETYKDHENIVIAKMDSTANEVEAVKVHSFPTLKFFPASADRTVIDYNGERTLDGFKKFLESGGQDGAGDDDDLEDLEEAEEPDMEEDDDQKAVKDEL
# iPSC survival up: enhancers of human iPSC single-cell survival; hiPSC single-cell survival, ATPlite luminescence; 100% = ROCK inhibitor wells, 0% = DMSO; survival enhancement, % at 20 µM; hit rate 0.044% among 360,000; in the data active = survival enhancement above about 18%;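 also: cells exposed to compounds for 16 hours before the ATP read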
# NR2E3 ag-1: NR2E3 (human) agonism; GST-NR2E3/biotin-RetCOR TR-FRET, 1536-well; AID 2300; inhibition of corepressor binding, % at 4.78 µM; Q9Y5X4; hit rate 0.12% among 320,000;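 active = percent inhibition above the cutoff of mean plus 3 SD of all tested compounds, set per screening campaign, cut at about 20% in these data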;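 also: 0% = DMSO wells and 100% = biotin wells as full block of FRET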
# Target sequence (Q9Y5X4 whole entry, looked up): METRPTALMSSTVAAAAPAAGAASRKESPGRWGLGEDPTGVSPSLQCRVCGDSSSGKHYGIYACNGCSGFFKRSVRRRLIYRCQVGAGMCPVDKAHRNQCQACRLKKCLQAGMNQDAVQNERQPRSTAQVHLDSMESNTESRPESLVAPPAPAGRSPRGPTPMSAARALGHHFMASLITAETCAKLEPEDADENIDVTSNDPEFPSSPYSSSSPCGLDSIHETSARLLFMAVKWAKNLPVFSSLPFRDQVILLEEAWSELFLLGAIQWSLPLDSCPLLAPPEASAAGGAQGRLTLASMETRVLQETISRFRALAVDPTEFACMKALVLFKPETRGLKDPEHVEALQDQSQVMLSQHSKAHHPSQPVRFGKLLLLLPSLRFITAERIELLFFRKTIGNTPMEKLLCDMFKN
#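 Material – GST-tagged NR2E3 plus biotinylated RetCOR corepressor · Quantity – NR2E3 fusion 1.35 nM · Times – 5 h incubation at 4 °C · Medium – pH 7.5 Tris-based buffer · Technique – TR-FRET, Eu(K)-anti-GST donor, streptavidin-D2 acceptor, ex 340, em 617/671 nm · Benchmarks – high control biotin, low control 0.6% DMSO · Format – 1536-well plates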
# aDG glyco act: increases alpha dystroglycan glycosylation | Pro5-aDG cells, alpha-DG glycosylation AlphaScreen (IIH6); 0% Pro5, 100% B10-LARGE cell signal | activation, % at 10 µM | hit rate 0.22% among 360,000 | AID 624168;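 active = activation of at least 8% versus controls, or a plate z-score of at least 8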;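 also: Pro5 are CHO cells carrying HIG-tagged alpha-DG that lacks glycosylation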
# MITF TRPM1 inh: inhibitors of MITF-driven TRPM1 promoter in melanoma cells | inhibition, % at 12.5 µM | SK-MEL-5 TRPM1 promoter luciferase, 24 h | hit rate 0.83% among 330,000;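 active = mean inhibition across replicates of 60% or more, whatever share of single replicates reaches that level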; also: values of inactives mirror those of a sister screen read the other way
# NR2E3 ag-2: human photoreceptor-specific nuclear receptor agonism; Q9Y5X4; CHO-S Gal4-NCOR/VP16-NR2E3 two-hybrid, luciferase; inhibition of corepressor binding, % at 3.98 µM; hit rate 0.35% among 360,000; AID 602229;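 active = inhibition above the mean of all tested compounds plus 3 SD, cut at about 70% in these data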;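 also: 0% = DMSO with NR2E3 transfected cells and 100% = cells lacking NR2E3 construct; higher means lower luciferase signal from less NR2E3 corepressor binding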
# Peg3 prom inh: inhibitors of Peg3 promoter | HeLa PEG-Prom luciferase reporter, luminescence, overnight | inhibition, % at 20 µM | hit rate 1.7% among 360,000;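 active = inhibition of at least 50% at 20 µM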
# CaV13 FRET inh: Primary screen for inhibitors of IQ motif and Ca2+-dependent inactivation inhibitor domain binding in CACNA1D, Förster resonance energy transfer in living cells, …; hit rate 0.098% among 340,000; AID 743397; inhibition, % at 12.3 µM; HEK cells, CFP/YFP FRET ICDI-IQ, plate reader, 10 min; percent FRET-ratio fall versus neutral wells;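 active = mean replicate inhibition of at least 30% and at least 1% of replicates passing that level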;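 also: 0% = median of the neutral control wells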
# HIF-2a inh: inhibitors of HIF-2a. 786-0 RCC cells HIF-2a reporter, luciferase luminescence, overnight. inhibition, % at 18.8 µM. hit rate 0.72% among 360,000;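 active = inhibition of the luminescence signal of 40% or more relative to plate controls, in a single-dose primary screen at 18.75 µM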
# Vif inh: HIV Vif inhibition. HEK293T cells, Vif self-association by quenched fluorescence, imaging, 24 h. inhibition, % at 7.49 µM. hit rate 0.35% among 340,000; in the data active = inhibition above about 50%, passing the limit was not always enough; also: some results filed as inactive read as strong as hits
# An asterisk follows results filed as active; . = not tested or not shown.
SMILES,Granule exo inh,PDI turbidity,iPSC survival up,NR2E3 ag-1,aDG glyco act,MITF TRPM1 inh,NR2E3 ag-2,Peg3 prom inh,CaV13 FRET inh,HIF-2a inh,Vif inh
Cc1ccccc1N=C1N=C(N)c2ccccc21,33,-30,-1.8,-1,0.0,6,-11,3,-5,11,-6
Cc1cc(C)cc(NC(=O)CSc2nc(CSc3ccc(Cl)cc3)cc(=O)[nH]2)c1,6,0,0.6,1,0.1,-10,18,15,-4,10,1
N=c1sccn1CC(=O)Nc1cc(Cl)ccc1[N+](=O)[O-],-1,0,-1.9,0,0.1,22,-13,-5,4,4,5
CC(C(=O)Nc1cccc(S(=O)(=O)N2CCOCC2)c1)N1CCN(C)CC1 (stereo unspecified),0,-1,-0.1,0,-0.3,-9,-23,11,-2,7,18
Cc1ccc(S(=O)(=O)N2[C@@H](c3ccc(Br)cc3)C(C(=O)O)=CC[C@H]2c2ccc(C(C)C)cc2)cc1,0,22,0.0,.,-0.2,2,-11,25,-9,2,.
CCOc1ccc(N(CCCCO)C(=S)NC(=O)c2ccc(C)c(Br)c2)cc1,3,15,-0.5,0,0.0,0,-11,-31,-5,-30,-4
OC(COc1ccccc1)CN1CCN(CC(O)COc2ccccc2)CC1 (stereo unspecified),3,-4,0.6,-4,0.9,2,-4,13,4,1,15
CCCn1nnc(NC(=O)C(c2ccccc2)c2ccccc2)n1,0,-3,0.8,1,0.1,5,-13,-25,-5,-5,50*
O=S(=O)(NCCC1CC1(Cl)Cl)c1ccccc1 (stereo unspecified),-7,1,-0.4,-2,0.0,1,-21,14,-4,13,-6
Cc1ccc(S(=O)(=O)NNC(=O)c2cc(C)cs2)cc1,-5,0,-0.8,0,0.0,16,-5,20,-4,6,8
CCC(C)n1c(NC(=O)c2ccccc2)c(C#N)c2nc3ccccc3nc21 (stereo unspecified),8,5,-1.3,1,2.1,2,-16,29,.,17,15
CC(C)(C)OC(=O)N1CCC(Cc2cc(-c3cccnc3)no2)(C(=O)O)CC1,-1,-12,0.0,0,0.2,10,-7,-4,-7,6,7
CCC(=O)N1CC2(CC(c3cccc(NC(=O)CC(c4ccccc4)c4ccccc4)c3)=NO2)C[C@H]1C(N)=O (stereo partly specified),24,0,-2.3,5,-0.2,-11,-4,16,-13,1,-7
CC(=O)Nc1ccc(NC(=O)C2CCCN(S(=O)(=O)c3ccc(Cl)cc3)C2)cc1 (stereo unspecified),-1,9,0.7,0,-0.1,4,-23,15,-5,10,-1
CC(NC(=O)CSc1ncccn1)c1ccccc1 (stereo unspecified),0,0,-2.2,2,0.1,-7,-11,-51,-9,17,4
O=C(/C=C/c1ccccc1[N+](=O)[O-])NCCCn1ccnc1,0,8,5.1,3,-0.2,5,16,8,-4,13,14
Cc1ccc(Cl)cc1-c1cc(C(=O)NCc2cccc(Cl)c2)[nH]n1,25,-2,5.4,.,0.1,.,-10,-1,-5,-21,1
O=C(CCCN1C(=O)/C(=C\c2ccco2)SC1=S)Nc1ccc2ccccc2c1,11,-5,0.5,3,0.2,-3,-23,15,-3,34,1
Cc1ccccc1/C=C1\OC(=O)c2ccccc21,2,-20,4.5,0,0.0,-40,-46,0,-9,-32,9
CC(C)C(=O)NC(c1ccc(Cl)cc1Cl)c1ccc2cccnc2c1O (stereo unspecified),49,-1,-0.5,2,0.0,27,-11,28,-5,-116,4
COc1ccccc1C(=O)N1C(CC(=O)Nc2cc(Cl)ccc2C)C(=O)NC2CCCCC21 (stereo unspecified),0,-3,1.7,1,-0.1,-7,-25,27,-5,-2,-2
C=CCn1c(=S)[nH]c2ccccc2c1=O,-1,-2,-1.2,1,-0.3,13,-5,-5,-1,10,.
O=S(=O)(NCC1CCCO1)c1ccc2ccccc2c1 (stereo unspecified),-4,4,3.9,2,0.2,2,-5,1,.,8,-4
Cc1nc2ccc(C(=O)NCCCN3CCCC3=O)cn2c1N(C)C(=O)CCc1ccccc1,-1,-13,0.8,.,-0.1,.,-10,-8,-4,7,-4
COc1cc(C(=O)O[C@H]2C/C(C)=C/CC[C@@]3(C)O[C@@H]3[C@H](O)[C@@H]2C(C)C)cc(OC)c1OC,-3,4,-0.4,-5,0.1,-2,7,32,-3,21,-17

# 3 records drawn at random from those above:
SMILES,Granule exo inh,PDI turbidity,iPSC survival up,NR2E3 ag-1,aDG glyco act,MITF TRPM1 inh,NR2E3 ag-2,Peg3 prom inh,CaV13 FRET inh,HIF-2a inh,Vif inh
COc1ccccc1C(=O)N1C(CC(=O)Nc2cc(Cl)ccc2C)C(=O)NC2CCCCC21 (stereo unspecified),0,-3,1.7,1,-0.1,-7,-25,27,-5,-2,-2
Cc1ccc(S(=O)(=O)NNC(=O)c2cc(C)cs2)cc1,-5,0,-0.8,0,0.0,16,-5,20,-4,6,8
O=S(=O)(NCC1CCCO1)c1ccc2ccccc2c1 (stereo unspecified),-4,4,3.9,2,0.2,2,-5,1,.,8,-4

# (more compounds)
SMILES,Granule exo inh,PDI turbidity,iPSC survival up,NR2E3 ag-1,aDG glyco act,MITF TRPM1 inh,NR2E3 ag-2,Peg3 prom inh,CaV13 FRET inh,HIF-2a inh,Vif inh
O=C(CCC(=O)NC1CCCCCCC1)Nc1nnc(C(F)(F)F)s1,4,-2,3.6,2,0.2,1,1,16,-8,0,-15
COCCn1c(SCC(=O)Nc2cc(C)on2)nc2c(c1=O)SC(C)C2 (stereo unspecified),-3,-1,0.4,-3,0.1,21,-19,11,-5,2,5
Cc1ccc(C(=O)N2c3ccc(F)cc3CCC2C)o1 (stereo unspecified),9,8,-2.5,-1,3.6,9,-42,9,-4,4,-6
CCC(C(=O)NCc1ccc(F)cc1)N(Cc1ccco1)C(=O)c1snc(C(N)=O)c1N (stereo unspecified),4,-1,1.3,5,0.4,6,7,-10,.,14,-8
CC(C)OC(=O)CSc1nc2cc3c(cc2cc1C#N)OCO3,2,3,2.3,-1,0.8,-84,-21,-269,-7,-110,2
Cc1cc(NCc2ccncc2)ccc1Br,2,1,-0.4,1,0.1,-27,-23,-34,-2,-64,3
CCc1nc2ccc(C(=O)NCCc3ccccn3)cn2c1N(CCC(C)C)CCN(C)C,5,3,0.6,.,-0.1,.,-23,-5,-6,4,-1
Cc1ccc2c(c1)c(C1=NC(=S)NC1=O)c(O)n2C,-4,-8,-0.4,-1,-0.3,5,14,6,5,-3,0
O=C(NCc1ccccc1)C1CCCN(S(=O)(=O)c2ccc(F)cc2)C1 (stereo unspecified),-1,0,-0.3,-1,0.0,-21,-36,14,-5,10,2
CC1CCCCC1NC(=O)Cn1cccc1C(=O)c1ccccc1 (stereo unspecified),11,6,-0.6,-4,-0.2,-17,-18,-23,-2,-24,6
COc1ccc(CCNC(=O)CC2Oc3ccc(Cl)cc3NC2=O)cc1OC (stereo unspecified),-3,.,-1.6,2,0.0,2,-1,17,-2,16,5
CC1CN(C(=O)COC(=O)c2ccccc2O)CC(C)O1 (stereo unspecified),0,5,1.6,0,-0.1,-14,12,-93,-2,-63,-8
CCN(C(=O)COC(=O)c1cn(-c2ccccc2)nc1-c1ccccc1)C1CCS(=O)(=O)C1 (stereo unspecified),-2,7,-0.6,4,-0.1,-13,-28,-11,2,-16,15
CCc1nccn1Cc1cc(C=O)ccc1OC,-2,3,1.4,0,0.0,11,1,10,-9,12,-3
COc1ccc(C(=O)Nc2ccc(C(=O)NCCc3ccccc3)cc2)cc1,0,-4,-0.9,1,0.3,-19,-36,-14,-5,-31,-17
COc1ccc(CC(=O)Nc2ccc(S(=O)(=O)N3CCOCC3)cc2)cc1,2,5,-2.7,-2,-0.4,7,-11,7,-5,17,-6
O=[N+]([O-])c1ccc(N2CCN(C(=S)Nc3ccc(F)cc3)CC2)cc1,-4,1,-0.4,-2,3.2,10,25,25,-7,10,-10
CCN(C(=O)c1cn(C)c(=O)c2cc(OC)c(OC)cc12)c1cc(OC)ccc1OC,1,-2,9.5,0,-0.1,0,10,-2,.,20,1
COc1cc(/C=C/C(=O)OCC(=O)NC(=O)NC2CCCCC2C)ccc1OC(F)F (stereo unspecified),8,-6,-1.6,-4,-0.1,5,14,8,-6,0,1
Cc1ccsc1/C=N/Nc1ncc(Cl)cc1Cl,1,-7,-0.2,-4,-0.4,-56,-59,-209,-5,-299,3
CC(=O)c1cccc(CN2CCC(CO)(CCOc3ccccc3)CC2)c1,15,-2,-0.4,-2,-0.1,15,7,4,-21,14,-3
CC(=O)C1=C(C)NC(C)=C(C(C)=O)C1c1cccs1,-2,-4,-1.0,2,0.2,0,-3,-8,0,17,-17
CC(=O)Nc1c2c(nn1-c1ccc(C)cc1C)CS(=O)C2 (stereo unspecified),0,-2,-0.1,1,0.1,1,-4,-13,-16,4,0
O=C(OCC(=O)N1CCCC1)c1c[nH]c2ccccc12,0,-8,0.1,-1,1.0,-25,-8,-55,-6,-63,1
COc1cc(/C=C/C(=O)OCC(=O)NCCN2C(=O)CSC2=O)ccc1OC(F)F,1,0,1.5,-4,0.0,13,-13,18,9,24,5

# Following part:
SMILES,Granule exo inh,PDI turbidity,iPSC survival up,NR2E3 ag-1,aDG glyco act,MITF TRPM1 inh,NR2E3 ag-2,Peg3 prom inh,CaV13 FRET inh,HIF-2a inh,Vif inh
O=C(CCCSc1nc2ccccc2[nH]1)NCc1ccccc1Cl,-1,15,-0.1,2,0.3,8,-11,0,-2,7,-2
CCCCOc1ccc(C(=O)NNC(=O)C2C3CCC(C3)C2C(=O)O)cc1 (stereo unspecified),20,3,-0.5,-3,0.2,-45,-42,-126,-3,-172,-8
Cc1ccc(-c2ccc(C(=O)O)[nH]2)cc1,-12,-7,1.4,0,-0.2,0,-41,-107,-4,-16,-14
O=C(NCCc1csc(-c2cccnc2)n1)c1ccc(Br)o1,2,.,6.0,1,0.1,-1,-8,9,-6,-11,4
Cc1cccc(SC2CCN(Cc3nc(CC4CC4)no3)CC2)c1,0,1,-0.6,-3,0.0,-2,-19,-1,-6,-23,2
CN1CCN(S(=O)(=O)c2ccc(NC(=O)Nc3cccc(Cl)c3)cc2)CC1,7,7,0.6,0,0.7,-10,11,-7,-7,-11,-17
CCC1CCCCN1C(=S)NC1CCCCC1 (stereo unspecified),-7,6,2.0,-2,0.2,15,-1,6,-3,22,1
COC(=O)[C@@H](NC(=O)NCc1ccco1)C(C)C,3,6,6.3,6,0.0,-2,-1,6,-3,-3,-3
Cc1noc(C)c1-c1ccc(C(=O)NCC2CC2)c2occc12,-3,9,-1.3,.,-0.3,.,13,-40,-6,-80,24
CCOc1ccccc1NC(=O)c1ccccc1-c1ccccc1,16,2,-0.7,-3,0.0,9,-3,34,-2,22,-2
Cc1nn(CC(=O)Nc2cc(S(=O)(=O)N3CCOCC3)ccc2Cl)c(C)c1[N+](=O)[O-],0,3,0.9,1,0.1,-4,-30,7,-5,4,5
